# High-throughput results from PubChem BioAssay.
# TNAP activation fold: stimulation of alkaline phosphatase TNAP activity – biochemical, luminescent, no phosphate acceptor, uHTS, primary screen (AID 1001). activation fold at 20 µM; hits with a dose series show EC50 in µM. hit rate 0.03% among 200,000. purified TNAP, luminescent activation assay, no phosphate acceptor; higher activation fold means a stronger effect; in the data active means activation fold from about 3, or a potency from the dose series; inactive means the rest, 99 in 100 with activation fold below about 1.6; further: many of its hits are not listed in these tables
# KOR beta-arrestin-1: kappa opioid receptor blockers – cell-based, luminescence, uHTS (AID 1778); KOR beta-arrestin recruitment, luminescence, antagonist mode; higher % means a stronger effect; hit rate 0.091% among 290,000; inhibition, % at 10 µM; hits with a dose series show IC50 in µM; further: strong numbers were not always called active
# LYP inhibition: PTPN22 lymphoid phosphatase activity blockers – biochemical, fluorescence intensity, uHTS (AID 1779). recombinant LYP phosphatase, fluorescence intensity; higher % means a stronger effect. one-dose inhibition, % at 11.5 µM; IC50 in µM for titrated hits. hit rate 0.054% among 290,000;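 further: plate controls were vehicle with enzyme for no effect and no enzyme for full effect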
# HEK293 NOD2/NF-kB: NOD2 signaling inhibitors, cell-based, luminescence, uHTS, HEK293 (AID 1566) | HEK293 NOD2/NF-kB luciferase reporter, luminescence; higher % means a stronger effect | inhibition, % at 4 µM; hits with a dose series show EC50 in µM | hit rate 0.63% among 290,000; further: many of its hits are not listed in these tables
# NOD1 NF-kB reporter: NOD1 signaling inhibitors, primary screen, cell-based, luminescence, uHTS (AID 1578); NOD1-driven NF-kB luciferase reporter cells, luminescence; higher % means a stronger effect; inhibition, % at 4 µM, or EC50 in µM where a hit was titrated; hit rate 1% among 290,000; in the data active means inhibition mostly above about 36%, no sharp cut-off; inactive means mostly below about 34%;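 further: HEK-293T reporter cells stimulated with the NOD1 agonist gamma-tri-DAP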
# KOR beta-arrestin-2: KOR agonists, beta-arrestin recruitment, primary screen, cell-based, luminescence, uHTS (AID 1777). hit rate 0.02% among 280,000. KOR beta-arrestin recruitment, luminescence; higher % means a stronger effect. activation, % at 10 µM, or EC50 in µM where a hit was titrated; in the data active means activation above about 50%, passing the limit was not always enough; further: a part of the inactive calls stands beside numbers as strong as those of hits
# XIAP antagonists: XIAP antagonists, biochemical, IAP family, fluorescence polarization (AID 1018) | XIAP BIR domain, fluorescence polarization peptide displacement; higher % means a stronger effect | one-dose displacement, % at 20 µM; IC50 in µM for titrated hits | hit rate 0.007% among 200,000; in the data active means displacement above about 50%; further: a part of the inactive calls stands beside numbers as strong as those of hits
# human PMI inhibition: inhibitors of human PMI, primary screen, biochemical, fluorescence intensity, coupled assay (AID 1209); purified PMI enzyme, coupled fluorescence intensity; higher % means a stronger effect; inhibition, % at 20 µM, or IC50 in µM where a hit was titrated; hit rate 0.42% among 190,000;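 further: plate controls were DMSO vehicle for no effect and wells lacking substrate for full effect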
# human PMI inhibitors: human PMI inhibitors, high substrate, primary screen, biochemical, fluorescence intensity, high mannose 6-phosphate (AID 1220); inhibition, % at 20 µM; hits with a dose series show IC50 in µM; hit rate 0.66% among 190,000; recombinant PMI enzyme, coupled fluorescence intensity; higher % means a stronger effect
# An asterisk follows results filed as active; x = not tested or not shown; [ ] = remark or other dose. Unless noted, no stated cut-off is given here; in the data, active means inhibition above about 50%; inactive means the rest. The list is partial (hit frequency here may not be typical).
SMILES,TNAP activation fold,KOR beta-arrestin-1,LYP inhibition,HEK293 NOD2/NF-kB,NOD1 NF-kB reporter,KOR beta-arrestin-2,XIAP antagonists,human PMI inhibition,human PMI inhibitors
Cn1cnnc1SCc1nnc(-c2ccccc2Br)o1,1,7%,-9%,-4%,-17%,-0.3%,-2.4%,-7%,-3%
CCOc1ccc(CN2CCN(Cc3cnc(N4CCOCC4)s3)CC2CCO)cc1 (stereo not given),1.1,-1%[20 µM],-10%,22%,-12%,0.0%,-1.3%,9%,7%
CCn1c(CC(=O)Nc2ccc(F)cc2)nnc1SCC(=O)NC1=NCCS1,x,16%,-6%,10%,-1%,-0.6%,x,x,x
O=C(O)CN1C(=O)/C(=C\c2cccc(OCc3ccc(Cl)cc3)c2)SC1=S,x,9%,-3%,-1%,-20%,4.6%,x,x,x
COc1ccc(/C=N/n2c(N)nc(-c3ccccc3)c2-c2ccccc2)cc1,0.9,-2%,3%,-4%,35%,-2.2%,-3.9%,17%,12%
COC(=O)N/N=C\c1ccc(OC/C=C/c2ccccc2)cc1,x,16%,-5%,10%,-21%,-2.3%,x,x,x
O=C(O)c1ccc(NC(=O)c2ccc3c(c2)C(=O)N(c2ccccc2)C3=O)cc1,x,-16%,-4%,10%,-10%,-7.8%,x,x,x
CCOC(=O)Cn1c(CN2CCN(C(=O)c3ccco3)CC2)nc2c1c(=O)n(C)c(=O)n2C,x,20%,-12%,7%,-2%,-1.1%,x,x,x
COc1ccccc1CNC(=O)CSc1nnc2c(n1)[nH]c1ccc(F)cc12,x,7%,-1%,2%,-25%,-2.6%,x,x,x
Nc1ccc(-c2nc3nc(N)nc(N)c3nc2-c2ccc(N)cc2)cc1,x,29%,-5%,6%,-7%,0.5%,x,x,x
O=C(NC1CC1)C1CC(=O)N(c2ccccc2)C1 (stereo not given),x,-32%,-6%,-34%,-15%,4.4%,x,x,x
Cc1ccc(Nc2cc(=O)[nH]c(=O)[nH]2)cc1C,1.1,-24%,-5%,30%,-26%,-0.9%,-4.7%,2%,19%
CC(C)c1onc(C(=O)NCCc2ccccc2)c1[N+](=O)[O-],1,12%,-6%,-7%,-20%,-3.1%,3.0%,11%,14%
Cc1cc(=O)oc2cc(OCC(=O)OCC(=O)Nc3ccccc3Br)ccc12,x,-2%,-3%,2%,-14%,4.2%,x,x,x
CCOC(=O)c1cnc(-c2ccccc2)nc1Oc1cccc(Cl)c1,1.1,15%,-2%,5%,14%,0.9%,-1.6%,-5%,-5%
CCN1CCN(C(CNS(=O)(=O)c2ccc(F)cc2)c2cccnc2)CC1 (stereo not given),x,-7%,-4%,-19%,-6%,11%,x,x,x
CCCCN(C)CCNC(=O)c1cc2c(-c3cccc(OC)c3)nn(C)c2s1,x,14%,-11%,-2%,-1%,-4.4%,x,x,x
Cc1nnc(SCC(=O)NCCc2ccccc2)s1,1.1,-5%[20 µM],-8%,-2%,-31%,-4.4%,-1.2%,-5%,-3%
COC(=O)CNC(=O)Cc1c(F)cccc1Cl,1.1,33%,-7%,-2%,-20%,-4.2%,-6.5%,12%,6%
CN(C)c1ccc(P(=O)(Nc2ccc([N+](=O)[O-])cc2)N2CCOCC2)c(NC(=O)c2cccs2)c1 (stereo not given),1,5%,1%,-24%,-14%,-3.6%,-6.1%,25%,24%
COc1ccc(C(C(C(=O)c2cccs2)N2CCOCC2)N2CCOCC2)cc1OC (stereo not given),1.1,9%,-4%,-5%,-27%,-1.3%,2.9%,9%,-3%
O=C(c1ccc(N2CCOCC2)c([N+](=O)[O-])c1)N1CCCCC1,x,30%,-7%,15%,-6%,-0.8%,x,x,x
CC(=O)Nc1c(C(=O)O)oc2ccc(Cl)cc12,1.1,-1%,-9%,-8%,2%,-3.3%,3.5%,2%,-1%
CN1CCN(CCCNCc2cn(CCC#N)c3ccccc23)CC1,x,17%,-25%,-6%,-6%,-1.1%,x,x,x
COc1ccc(C(C(=O)NC2CCCCC2)N(C(=O)CCl)c2ccc(Cl)cc2)cc1 (stereo not given),1.7,3%,-4%,x,x,24%,-7.7%,-15%,-20%
CCNS(=O)(=O)c1ccc(CCC(=O)O)cc1,1.1,-3%,-3%,6%,-8%,-5.6%,-5.6%,1%,2%
CC1(C)CC(=O)c2sc(NC(=O)c3ccccc3)nc2C1,1.1,-82%[20 µM],-2%,-164%,-46%,-0.6%,-4.2%,-4%,-2%
CN(CC(=O)OCC(=O)NCC(F)(F)F)S(=O)(=O)c1ccc(Cl)cc1,1.1,10%,-8%,20%,-23%,-3.3%,-5.5%,-2%,-8%
O=S1(=O)N=C(N2CCN(c3ccc(F)cc3)CC2)c2ccccc21,1.1,-5%,-11%,-7%,-4%,-3.3%,-6.0%,3%,-1%
COc1cc(/C=C2/NC(=O)N(Cc3ccccc3F)C2=O)cc(OC)c1O,0.9,7%,1%,3%,-21%,2.8%,-7.8%,24%,45%
CC1CCN(CCCNC(=O)c2cc3sccc3n2C)CC1,1,-19%,1%,-26%,-13%,-5.7%,-4.8%,-1%,-2%
NC(=O)c1ccc(N2CCCCC2)c(N2C(=O)C3C4C=CC(C4)C3C2=O)c1 (stereo not given),1.1,29%,-7%,17%,1%,-5.0%,-3.3%,5%,4%
Cc1ccccc1NS(=O)(=O)c1ccc(NC(=O)N2CCCCC2)cc1,x,0%,-3%,11%,-8%,-0.1%,x,x,x
Cc1ccc(N/N=C/c2ccncc2)cc1,x,-4%,-14%,-30%,6%,-7.2%,x,x,x
O=C(COC(=O)c1ccc(Br)cc1)NCCC1=CCCCC1,1.1,18%,-3%,0%,-38%,-3.2%,-0.9%,4%,2%
CCN1CCCC1CNCc1cccc(OC)c1OCc1ccccc1 (stereo not given),1.1,-28%,-6%,-7%,-10%,15%,-7.6%,-9%,-10%
Cc1ccc(-c2csc(NC(=S)NC(=O)/C=C/c3ccco3)n2)cc1,0.9,-47%,10%,-69%,33%,3.2%,-2.0%,-1%,3%
O=C(Nc1ccc(Cl)cc1)Nc1nc(-c2ccccc2)cs1,1.1,7%,-4%,18%,-16%,3.1%,0.0%,6%,6%
CC1(C)SC(=S)N(NC(=O)Nc2ccccc2)C1N(O)C(=O)Nc1cccc2ccccc12 (stereo not given),1.2,-12%,-7%,-7%,19%,0.4%,-5.6%,33%,49%
COc1cc([N+](=O)[O-])ccc1NC(=O)CSc1nnc(C)c(C)n1,1.1,2%[20 µM],-8%,0%,-7%,-0.4%,-2.1%,14%,21%
OCc1cccc(Nc2ncnc3sc4c(c23)CCCCC4)c1,x,-28%,-5%,-73%,-24%,-0.2%,x,x,x
COc1cc(CNn2nnnc2N)cc(Br)c1OCC(=O)NC(C)(C)C,1.1,16%,-4%,19%,x,-0.9%,2.5%,2%,2%
Cc1cc(C)cc(NC(=O)c2cc(=O)c3ccccc3o2)c1,1.2,6%,-2%,-2%,2%,-2.5%,-8.8%,4%,6%
COCC(=O)n1nc(NCc2ccc(OC)cc2)nc1NCc1ccc(OC)cc1,1.1,-12%,-4%,-3%,-30%,-2.0%,-3.9%,7%,1%
Cn1c(=O)oc2cc(S(=O)(=O)N3CCCC(C(=O)N4CCn5c4nc4ccccc45)C3)ccc21 (stereo not given),1.1,x,-1%,6%,-4%,x,2.7%,7%,13%

# 3 structures out of the list, ordered by length of the SMILES, smallest number first.
SMILES,TNAP activation fold,KOR beta-arrestin-1,LYP inhibition,HEK293 NOD2/NF-kB,NOD1 NF-kB reporter,KOR beta-arrestin-2,XIAP antagonists,human PMI inhibition,human PMI inhibitors
CC1CCN(CCCNC(=O)c2cc3sccc3n2C)CC1,1,-19%,1%,-26%,-13%,-5.7%,-4.8%,-1%,-2%
CCN1CCCC1CNCc1cccc(OC)c1OCc1ccccc1 (stereo not given),1.1,-28%,-6%,-7%,-10%,15%,-7.6%,-9%,-10%
OCc1cccc(Nc2ncnc3sc4c(c23)CCCCC4)c1,x,-28%,-5%,-73%,-24%,-0.2%,x,x,x

# Other results follow.
SMILES,TNAP activation fold,KOR beta-arrestin-1,LYP inhibition,HEK293 NOD2/NF-kB,NOD1 NF-kB reporter,KOR beta-arrestin-2,XIAP antagonists,human PMI inhibition,human PMI inhibitors
Fc1cccc(Cl)c1Cc1noc(/C=C/c2ccccc2)n1,1.1,-3%,-1%,-59%,-80%,1.7%,-6.2%,10%,7%
CCN(CC)S(=O)(=O)c1cc(-c2nnc(-c3ccc(Br)cc3)o2)ccc1Br,1,-4%,-1%,14%,37%,0.8%,-6.7%,-14%,-17%
COC(=O)c1sc2ncn(-n3c(C)ccc3C)c(=O)c2c1C,1,8%,-7%,-6%,4%,-0.9%,-1.9%,15%,8%
CCCOP(=O)(OCCC)C(Nc1cccc(C(F)(F)F)c1)c1ccc(C)cc1 (stereo not given),1.1,-26%,3%,-10%,8%,1.8%,0.3%,15%,14%
O=C(NC(=S)N1CCCCCC1)c1ccc(Cl)cc1Cl,1.1,3%,-5%,10%,-34%,-5.3%,-5.6%,9%,4%
O=C(CSc1ncccn1)N1CCN(S(=O)(=O)c2ccccc2)CC1,x,-5%,-4%,11%,-6%,-1.4%,x,x,x
Cc1cc(C)c2cc(C(O)c3nnnn3Cc3ccccc3)c(=O)[nH]c2c1 (stereo not given),1.1,-12%,-3%,0%,-24%,1.3%,-4.2%,-5%,7%
Cc1ccc(-c2nnn(CC(=O)N(c3ccc(F)cc3)C(C(=O)NC(C)(C)C)c3ccco3)n2)o1 (stereo not given),1.1,-9%,-5%,11%,-24%,-6.5%,-1.7%,-1%,2%
COc1ccc(C(=O)NCC(=O)N/N=C/c2cn[nH]c2-c2ccccc2)cc1,0.9,6%,-4%,11%,-28%,1.9%,-6.4%,-7%,-9%
CSc1nnc(NC(=O)c2nc(S(=O)(=O)Cc3cccc(C)c3)ncc2Cl)s1,x,23%,2%,-46%,35%,1.2%,x,x,x
Cc1ccc(S(=O)(=O)Nc2nc(-c3ccccc3)cs2)cc1,x,-35%[20 µM],-2%,22%,-4%,8.0%,x,x,x
O=C(Nc1ccc(Cl)c(S(=O)(=O)N2CCOCC2)c1)c1cc(-c2ccccn2)nc2ccccc12,1,-24%,10%,12%,-9%,4.7%,-13%,15%,8%

# Among those listed so far, these contain two or more sulfur atoms.
SMILES,TNAP activation fold,KOR beta-arrestin-1,LYP inhibition,HEK293 NOD2/NF-kB,NOD1 NF-kB reporter,KOR beta-arrestin-2,XIAP antagonists,human PMI inhibition,human PMI inhibitors
CCn1c(CC(=O)Nc2ccc(F)cc2)nnc1SCC(=O)NC1=NCCS1,x,16%,-6%,10%,-1%,-0.6%,x,x,x
O=C(O)CN1C(=O)/C(=C\c2cccc(OCc3ccc(Cl)cc3)c2)SC1=S,x,9%,-3%,-1%,-20%,4.6%,x,x,x
Cc1nnc(SCC(=O)NCCc2ccccc2)s1,1.1,-5%[20 µM],-8%,-2%,-31%,-4.4%,-1.2%,-5%,-3%
Cc1ccc(-c2csc(NC(=S)NC(=O)/C=C/c3ccco3)n2)cc1,0.9,-47%,10%,-69%,33%,3.2%,-2.0%,-1%,3%
CC1(C)SC(=S)N(NC(=O)Nc2ccccc2)C1N(O)C(=O)Nc1cccc2ccccc12 (stereo not given),1.2,-12%,-7%,-7%,19%,0.4%,-5.6%,33%,49%
O=C(CSc1ncccn1)N1CCN(S(=O)(=O)c2ccccc2)CC1,x,-5%,-4%,11%,-6%,-1.4%,x,x,x
CSc1nnc(NC(=O)c2nc(S(=O)(=O)Cc3cccc(C)c3)ncc2Cl)s1,x,23%,2%,-46%,35%,1.2%,x,x,x
Cc1ccc(S(=O)(=O)Nc2nc(-c3ccccc3)cs2)cc1,x,-35%[20 µM],-2%,22%,-4%,8.0%,x,x,x
